# Screening results deposited in PubChem by several laboratories.
# MEKK2 mut-MEK5 – signal of MEK5 binding to mutant human MEKK2 PB1 domain | bead flow cytometry, Alexa488-MEK5 binding to MEKK2 mutant | percent response, % at 10 µM | actives 0.35% (n = 290,000) | AID 1530; in the data active = percent response above about 24%, passing the limit was not always enough; also: inactives centre near 1; some results filed as inactive read as strong as hits; reference of the scale not given here
# GPR7 antag – antagonists of human GPR7 (neuropeptides B/W receptor 1); GPR7-expressing cells, fluorescence antagonist assay; actives 1.1% (n = 290,000); P48145; inhibition, % at 4.4 µM; in the data active = inhibition above about 16%, passing the limit was not always enough;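 also: cells stimulated with the agonist NPW; 0% = agonist with vehicle and 100% = vehicle without agonist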
# NALP1 inh – blocks the NALP1 inflammasome reconstituted in yeast; inhibition, % at 10 µM; AID 2071; S. cerevisiae NALP1/ASC/caspase-1 growth, X-gal OD620, 72 h; actives 0.61% (n = 280,000); in the data active = inhibition mostly above about 24%, no sharp cut-off; inactive = mostly below about 32%; also: some compounds called inactive have numbers as strong as hits
# V1R ag counter – counter-screen for oxytocin receptor agonists: human V1a receptor agonists; actives 0.25% (n = 320,000); activation, % at 3 µM; AID 2797; CHO-V1R cells, Fluo-8 calcium fluorescence, agonist mode; 0% DMSO, 100% 3 nM vasopressin;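 active = activation above the mean activation of all tested compounds plus 3 SD, per screening run, cut at about 20% in these data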;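 also: signal is peak over basal fluorescence ratio across a 100 second FLIPR read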
# Target sequence (P37288 whole entry, looked up): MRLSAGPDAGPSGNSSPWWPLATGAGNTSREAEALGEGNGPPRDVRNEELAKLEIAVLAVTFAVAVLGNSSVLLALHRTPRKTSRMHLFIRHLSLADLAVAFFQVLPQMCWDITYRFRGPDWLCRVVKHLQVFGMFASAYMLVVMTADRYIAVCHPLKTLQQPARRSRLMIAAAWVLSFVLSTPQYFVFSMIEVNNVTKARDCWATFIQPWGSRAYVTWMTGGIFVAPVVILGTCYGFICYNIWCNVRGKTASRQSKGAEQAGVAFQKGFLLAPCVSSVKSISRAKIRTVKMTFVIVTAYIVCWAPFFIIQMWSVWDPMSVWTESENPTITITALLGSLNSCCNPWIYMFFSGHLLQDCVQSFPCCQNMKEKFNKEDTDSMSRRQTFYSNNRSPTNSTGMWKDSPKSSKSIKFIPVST
# M18AAP inhibitor – PfM18AAP enzyme inhibition; recombinant PfM18AAP, H-Glu-NHMec fluorogenic cleavage; actives 1.2% (n = 290,000); inhibition, % at 7.35 µM;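 active = inhibition above the campaign mean inhibition over all tested compounds plus 3 SD, cut at about 28% in these data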;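 also: 0% = plate median of test compound wells and 100% = 2 mM ZnCl2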
# OXTR potentiator – potentiators of human oxytocin receptor; P30559; CHO-OTR cells, Fluo-8 calcium fluorescence, potentiator mode; 0% = oxytocin EC15, 100% = EC100; activation, % at 3 µM; actives 0.061% (n = 320,000);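 active = activation above that plate's cutoff, the mean activation of tested compounds plus 3 SD, cut at about 6.6% in these data, passing the limit was not always enough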;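 also: 100% uses oxytocin at 75 nM as the full agonist control; some results filed as inactive read as strong as hits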
# Target sequence (P30559 whole entry, looked up): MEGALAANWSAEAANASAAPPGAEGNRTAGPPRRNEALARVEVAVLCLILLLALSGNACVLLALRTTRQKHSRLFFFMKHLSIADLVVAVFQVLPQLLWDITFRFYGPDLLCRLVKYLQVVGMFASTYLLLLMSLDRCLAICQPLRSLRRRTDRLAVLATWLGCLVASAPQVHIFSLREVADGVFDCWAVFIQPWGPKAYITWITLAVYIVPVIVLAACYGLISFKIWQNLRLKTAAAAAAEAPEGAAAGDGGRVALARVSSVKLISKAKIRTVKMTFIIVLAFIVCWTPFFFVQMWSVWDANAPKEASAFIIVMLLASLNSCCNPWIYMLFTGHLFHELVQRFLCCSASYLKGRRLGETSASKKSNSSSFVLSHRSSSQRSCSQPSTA
#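 test system = CHO-OTR cells, human receptor | compound = single-point 3.0 µM | schedule = 6 min compound pre-incubation at room temperature, 100 s kinetic read | signal = Fluo-8 no-wash calcium dye fluorescence, excitation 470-495 nm, emission 515-575 nm | repeats = single well per compound, singlicate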
# GalR3 antag – human GalR3 antagonism; O60755; HEK293 GalR3-CNG cAMP membrane potential fluorescence; galR3 body fused to GalR1 C-terminus; inhibition, % at 3 µM; actives 0.44% (n = 360,000);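 active = inhibition above the screen-wide average plus 3 SD, cut at about 13% in these data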;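 also: forskolin and galanin both at EC90 stimulate the cells; cAMP rise reported by CNG channel membrane potential dye signal; 0% = forskolin plus galanin with DMSO and 100% = forskolin alone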
# OXTR agonist – activates the human oxytocin receptor; P30559; CHO-OTR cells, Fluo-8 calcium fluorescence; normalized: DMSO 0%, oxytocin 100%; activation, % at 3 µM; actives 0.32% (n = 320,000); AID 2435;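 active = activation above the mean of all tested compounds plus 3 SD, cutoff set per screening run, cut at about 20% in these data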;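 also: peak over basal fluorescence ratio from a 100 s FLIPR kinetic read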
# MEKK2wt PB1 HTS – raises or lowers MEK5 binding to wildtype human MEKK2 PB1 domain; Q9Y2U5; bead flow cytometry, Alexa488-MEK5 binding to MEKK2 WT; actives lie on both sides; binding response (% of control), % at 10 µM; actives 1.1% (n = 290,000); AID 1531; in the data active = binding response below about 67% or above about 130%
# * hit, by the source's call; . = not tested or not shown; [ ] = remark or other dose.
SMILES,MEKK2 mut-MEK5,GPR7 antag,NALP1 inh,V1R ag counter,M18AAP inhibitor,OXTR potentiator,GalR3 antag,OXTR agonist,MEKK2wt PB1 HTS
COc1ccc(CN(C)C(=O)CNC(=O)c2cccs2)c(OC)c1,.,.,.,0.3,.,4,-3,2.2,.
N#CC1=C(N)SC(N)=C(C#N)C1Cc1ccccc1,0,-2,-9,15,43*,-10,-1,18,78
O=C(c1ccccc1NS(=O)(=O)c1ccccc1[N+](=O)[O-])N1CCOCC1,15,3,16,-0.5,1,1,-2,-0.1,109
CCOc1ccc(CCNC(=O)c2sc3nc4n(c(=O)c3c2C)CCC4)cc1OCC,5,-19,14,5.6,2,-3,2,-1.1,107
CCc1ccc(NC(=O)CC2C(=O)N(c3cccc(C)c3)C(=O)N2C2CC2)cc1 (configuration not stated),5,-13,7,-0.2,-17,-6,.,-0.3,103
CC1c2cc3c(cc2CCN1C(=O)c1ccc(C(F)(F)F)cc1)OCCCO3 (configuration not stated),3,-7,-24,1.2,3,-10,1,-2.4,106
O=C(NC1CC1)C1=C[C@H](c2c[nH]c3ccccc23)C[C@H](OCCCCO)O1,3,.,.,0.7,.,-1,-6,0.5,95
COc1cc(C(O)c2nc3ccccc3n2C(C)C)cc(OC)c1OC (configuration not stated),3,-9,-1,-0.3,-6,-1,-9,0.9,106
COc1ccc(OC)c(C2C(C(=O)c3ccc(C)o3)=C(O)C(=O)N2c2cc(C)on2)c1 (configuration not stated),3,15,11,-0.3,5,1,-4,0.6,105
O=C(NNC(=O)c1csc(N2CCOCC2)n1)c1ccc(=O)[nH]c1,.,.,.,0.8,.,-5,-3,-0.5,.
O=C(Cc1ccccc1)N/N=C/c1ccc2c(c1)OCO2,0,4,5,2.3,3,-14,1,0.6,116
CCC1(c2ccc(Cl)cc2)NC(=S)N(c2ccc(C)c(C)c2)N1 (configuration not stated),1,-18,16,0.5,5,-7,-6,3.3,96
CSc1nc2c(c(=O)[nH]c(=O)n2C)n1Cc1ccccc1Cl,6,-9,4,0.3,-1,3,-10,0.1,107
Cc1ccc(NC(=O)CCCn2c(=O)oc3ccccc32)c(O)c1,8,-16,9,-0.4,6,-8,-2,-1.1,112
O=c1[nH]c(O)c(C=Nc2ccc(Cl)cc2Cl)c(=O)[nH]1,5,-4,.,.,9,.,0,.,101
CCNC(=S)N1CCC(c2nc3ccccc3s2)CC1,1,7,1,2.4,-8,-6,-6,4.4,99
CCCC(OC(=O)CN1C(=O)COc2ccccc21)C(=O)NC1CCCC1 (configuration not stated),.,15,-1,-0.9,-3,-1,.,0.2,.
O=C(CC1C(=O)NCCN1Cc1ccc(-c2ccccc2)cc1)NCCc1ccccn1 (configuration not stated),3,-13,-8,-0.1,3,-13,5,-0.3,113
COc1ccc(NS(=O)(=O)c2cc(NC(=O)Cc3c(F)cccc3Cl)ccc2OC)cc1,.,.,.,6.0,.,-12,-7,2.4,.
Nc1nn2c(-c3ccccc3)cc(=O)[nH]c2c1N=Nc1ccc(Br)cc1,-2,-8,6,.,-9,.,-1,.,92
CC(C)c1c(O)c2c(n(-c3ccccc3)c1=O)CCCC2,-1,-1,29,-0.7,-12,-1,.,-1.2,101
CCCC(=O)Nc1ccc(NC(=O)C2CC2)cn1,.,-10,27,-0.5,1,-12,-1,-0.5,.
CCOC(=O)CNC(=O)CSc1nnc(Cn2c(=O)sc3ccccc32)n1C,-2,-10,17,-1.0,1,4,1,0.0,90
C=C1CCN([C@@H](CC(C)C)C(=O)N2CCCC2)S(=O)(=O)c2ccccc21,5,.,.,-1.3,.,2,-6,-2.2,110
Cc1oc(-c2ccccc2F)nc1CS(=O)CC(=O)NCc1ccccn1 (configuration not stated),3,-12,-9,-0.1,-3,-13,-8,-0.9,104
O=C(C1=C[C@H](c2ccc(Br)cc2)C[C@H](OCc2ccc(CO)cc2)O1)N1CCN(Cc2ccc3c(c2)OCO3)CC1,2,-4,1,1.4,-2,-8,-7,-0.5,104
Cc1nn(-c2ccc(F)cc2)c2sc(C(=O)O)cc12,-29,8,11,0.1,-1,3,-1,-0.1,-1.0*[inhibitor]
CC1CC(=O)NN=C1c1ccc(NCCO)c([N+](=O)[O-])c1 (configuration not stated),2,-9,23,0.8,1,-3,64*,0.3,96
CCOC(=O)N1CCN(CC(O)COc2ccc(OC)cc2C(C)(C)C)CC1 (configuration not stated),1,-9,42,3.7,-6,-3,-4,-0.5,99
CCOC(=O)c1c(NC(=O)COC(=O)c2nc(Cl)ccc2Cl)sc(C(=O)N(C)C)c1C,.,.,.,1.8,.,-5,-2,-2.4,.
O=C(NCCSc1ncc(-c2ccccc2)[nH]1)c1ccco1,.,.,.,-0.6,.,-5,-4,-1.1,.
O=C(NN1CCOCC1)c1cn(-c2ccccc2)nc1-c1cccs1,1,5,.,-0.6,-15,-1,5,1.3,102
Cc1ccc(/C=N/n2cnc3sc(-c4ccccc4)cc3c2=O)o1,5,-3,1,1.0,7,-12,-4,-1.1,108
O=C(CN1C(=O)NC2(CCCC2)C1=O)OCCOc1ccc(Cl)cc1,.,.,.,-0.6,.,1,-4,0.8,.
COc1cccc(C2CC(=O)C3=C(C2)Nc2ccccc2N(C(=O)CCC(=O)O)C3c2ccc(F)cc2)c1 (configuration not stated),1,-12,.,0.2,4,-1,-5,-0.6,101
CCN(CC)C(=O)c1c([N+](=O)[O-])c(C(C)(C)C)nn1C,1,-8,21,1.6,-6,-4,-1,-0.2,111
CC1CCC(NC(=O)Cn2cc3c(n2)CCCC3)CC1 (configuration not stated),6,-11,-15,-0.4,-1,-1,-2,-0.8,99
Cc1cnc(C(=O)Nc2ccc(OC(F)(F)F)cc2)cn1,3,-1,8,5.2,0,-12,-9,5.4,96
CN1C(=O)C(N=Nc2ccccc2C(=O)O)N(C)C1=S (configuration not stated),-8,-9,3,5.8,18,-4,-1,6.5,91
Cc1cccc(C)c1NC(=O)CN(C)C(=O)CSC(=S)N1CCCC1,.,.,.,0.0,.,-5,-3,0.1,.
Cc1ccc(/C=C/c2nc3ccccc3[nH]2)o1,-1,-5,5,0.1,2,-7,-6,-0.6,103
O=C(NCCCl)Nc1cccnc1Cl,-3,-3,-8,0.3,0,-6,-1,-0.1,97
CCOc1cc(C=O)ccc1OCCCN1C(=O)NC(C)(C)C1=O,-4,-6,4,0.4,0,-5,-3,0.3,94
CCCN(CC(=O)Nc1ccccc1OC)C(=O)CCC(=O)c1ccc(Cl)s1,.,.,.,-0.2,.,-7,-6,-2.4,.
O=C(CSc1nccn1-c1ccccc1)NCc1ccc(F)cc1,-9,-2,-2,0.1,-10,-1,-3,-0.6,99
Cc1scc(C(=O)N/N=C/c2ccc(OC(C)C)cc2)c1C,11,-6,19,-0.7,-9,-8,1,-1.9,113
CN(CC(=O)Nc1cccc(Cl)c1)S(=O)(=O)c1ccc2[nH]c(=O)oc2c1,-1,-2,-1,0.9,6,-5,1,-0.4,102
C=C(C)CSc1nc2ccccc2[nH]1,-1,-13,34,-1.1,4,-6,-2,-1.8,99
CCOc1cc(N2CCOCC2)c(OCC)cc1NC(=O)c1ccc(S(=O)(=O)N(C)C)cc1,3,-7,.,0.9,0,-3,-6,1.3,104
COc1ccc(NC(=O)C(Sc2nnc3ccccn23)c2ccccc2)cc1Cl (configuration not stated),0,-12,22,-0.8,1,-9,-2,-1.1,101
CCN(CC)CCn1c(SCC(=O)NCCC2=CCCCC2)nc2c(sc3ccccc32)c1=O,1,-7,13,-0.1,14,-7,-2,1.3,104
c1ccc(Cc2nn[nH]n2)cc1,.,18,1,0.5,-2,-2,-3,0.9,.
COc1ccc(-c2c(NC(C)=O)n(C)c3ccccc3c2=O)cc1,-9,-2,10,0.6,4,-4,-4,0.5,85
NS(=O)(=O)c1cccc(NC(=O)COC(=O)Cc2n[nH]c(=O)c3ccccc23)c1,.,.,.,0.1,.,-6,-3,0.2,.
COC(=O)C(C)NC(=O)C12CC3CC(C1)CC(c1ccc(C)cc1)(C3)C2 (configuration not stated),9,15,7,0.8,-5,-10,-9,-1.7,109
NC(=O)CSc1nnc(Cc2ccc3c(c2)OCO3)o1,6,-6,7,0.2,-3,-4,-4,-0.3,124
COc1ccc(C=O)cc1COc1c(F)c(F)cc(F)c1F,3,-8,.,-1.4,-11,-15,-4,-2.2,103
COc1ccccc1C(=O)COC(=O)c1ccc(Cl)nc1,.,.,.,-0.4,.,-6,-5,-2.7,.
O=C(O)c1ccccc1C(=O)NC1=NN(c2ccccc2)CC1,12,-3,10,0.1,7,-2,-7,2.1,113
Nc1cc(=O)[nH]c(SCc2csc(-c3ccccc3)n2)n1,-2,-3,22,5.0,-1,-7,0,4.6,95

# A second format for some results above.
Structure	MEKK2 mut-MEK5	GPR7 antag	NALP1 inh	V1R ag counter	M18AAP inhibitor	OXTR potentiator	GalR3 antag	OXTR agonist	MEKK2wt PB1 HTS
Cc1ccc(/C=C/c2nc3ccccc3[nH]2)o1	-1	-5	5	0.1	2	-7	-6	-0.6	103
O=C(NCCCl)Nc1cccnc1Cl	-3	-3	-8	0.3	0	-6	-1	-0.1	97
CCOc1cc(C=O)ccc1OCCCN1C(=O)NC(C)(C)C1=O	-4	-6	4	0.4	0	-5	-3	0.3	94
CCCN(CC(=O)Nc1ccccc1OC)C(=O)CCC(=O)c1ccc(Cl)s1	.	.	.	-0.2	.	-7	-6	-2.4	.
O=C(CSc1nccn1-c1ccccc1)NCc1ccc(F)cc1	-9	-2	-2	0.1	-10	-1	-3	-0.6	99
Cc1scc(C(=O)N/N=C/c2ccc(OC(C)C)cc2)c1C	11	-6	19	-0.7	-9	-8	1	-1.9	113
CN(CC(=O)Nc1cccc(Cl)c1)S(=O)(=O)c1ccc2[nH]c(=O)oc2c1	-1	-2	-1	0.9	6	-5	1	-0.4	102
C=C(C)CSc1nc2ccccc2[nH]1	-1	-13	34	-1.1	4	-6	-2	-1.8	99
CCOc1cc(N2CCOCC2)c(OCC)cc1NC(=O)c1ccc(S(=O)(=O)N(C)C)cc1	3	-7	.	0.9	0	-3	-6	1.3	104
COc1ccc(NC(=O)C(Sc2nnc3ccccn23)c2ccccc2)cc1Cl (configuration not stated)	0	-12	22	-0.8	1	-9	-2	-1.1	101
CCN(CC)CCn1c(SCC(=O)NCCC2=CCCCC2)nc2c(sc3ccccc32)c1=O	1	-7	13	-0.1	14	-7	-2	1.3	104
c1ccc(Cc2nn[nH]n2)cc1	.	18	1	0.5	-2	-2	-3	0.9	.
COc1ccc(-c2c(NC(C)=O)n(C)c3ccccc3c2=O)cc1	-9	-2	10	0.6	4	-4	-4	0.5	85
NS(=O)(=O)c1cccc(NC(=O)COC(=O)Cc2n[nH]c(=O)c3ccccc23)c1	.	.	.	0.1	.	-6	-3	0.2	.
